TTR transcr act – TTR transcription activation, primary screen. hit rate 1.3% among 92,000. SH-SY5Y TTR promoter Gaussia luciferase, luminescence; 100% = recombinant luciferase protein wells. activation, % at 16.7 µM;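 active means activation above the mean of all tested compounds plus 3 SD, cut at about 9.5% in these data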;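 further: cells exposed to compounds for one day before reading; 0% = median of all test compound wells on the plate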
* hit, by the source's call.

Sample of the layout, four compounds:
molecule | TTR transcr act
CCCCCOC(=O)C(C)Sc1n[nH]c(=O)[nH]c1=O (stereo not given) | -0.2
CC(=O)Nc1ccc(C(=O)Nc2cccc(-c3cnc4ccccc4n3)c2)cc1 | 7.7
Oc1ccccc1N1CCN(c2nnnn2-c2ccccc2)CC1 | 0.1
CCN(CC)c1c(C)nc2ccc(C(=O)NCc3ccc4c(c3)OCO4)cn12 | -1.2

The listing, from the start:
molecule | TTR transcr act
CCCCCOC(=O)C(C)Sc1n[nH]c(=O)[nH]c1=O (stereo not given) | -0.2
CC(=O)Nc1ccc(C(=O)Nc2cccc(-c3cnc4ccccc4n3)c2)cc1 | 7.7
Oc1ccccc1N1CCN(c2nnnn2-c2ccccc2)CC1 | 0.1
CCN(CC)c1c(C)nc2ccc(C(=O)NCc3ccc4c(c3)OCO4)cn12 | -1.2
CCN(CC)c1nc2c(c(=O)n(C)c(=O)n2C)n1CC(=O)c1ccccc1 | -1.5
CCCCN1C=C(C(C)=O)C(=O)CC1 | 0.6
Cc1ccc(NC(=O)COC(=O)CCC(=O)c2cccs2)cc1 | 3.2
CCCNC(=O)c1ccc(N2CCC3(CC2)CC(c2cccc(Br)c2)=NO3)c(NC(=O)c2ccco2)c1 | -2.5
Nc1nc(Cn2nnc(-c3ccccc3Cl)n2)nc(N2CCOCC2)n1 | 0.3
CN(/N=C/c1cccnc1)C1=NS(=O)(=O)c2ccccc21 | 0.7
CCCC(=O)Nc1nc2ccc(OCC)cc2s1 | -1.5
O=C(N/N=C1\CCc2ccccc21)c1ccccc1Cl | 1.4
COC(=O)c1[nH]c2ccccc2c1NC(=O)Oc1ccccc1 | 9.4
O=C(OC(C(=O)Nc1ccc(Cl)cc1C(F)(F)F)c1ccccc1)c1c(Cl)cccc1Cl (stereo not given) | 1.7
N#CC1C(=O)NC(=O)C(C#N)C12CCCC(C(F)(F)F)C2 (stereo not given) | -0.5
N#Cc1cnc2c(-c3ccccc3)c(-c3ccccc3)nn2c1N | -0.5
O=C(N/C(=C/c1ccc(Cl)cc1)c1nc2ccccc2[nH]1)c1ccco1 | 1.3
COc1ccc(-c2occ(C(=O)O)c2C(=O)O)cc1 | -0.5
O=C(Nc1nc2ncccn2c1-c1ccccc1)C1CC1 | 0.8
CC(C)CC(=O)Nc1ccc(OCC(=O)O)cc1 | -0.7
COc1ccc(C(=O)OCc2cc(=O)oc3cc(C)ccc23)cc1S(=O)(=O)N1CCOCC1 | 3.1
CCOC(=O)C1CCCN(C(=O)c2ccc(CNc3c(N4CCC(C)CC4)c(=O)c3=O)cc2)C1 (stereo not given) | 2.8
Cc1ccc(-n2[nH]c3c4c(ccc3c2=O)C(=O)c2ccccc2C4=O)cc1 | 3.0
COc1cccc(Nc2nc(-c3sc(NC(=O)c4ccco4)nc3C)cs2)c1 | 0.9
CCc1ccc(Nc2nc(N)nc(CSc3nnnn3-c3ccccc3)n2)cc1 | 3.2
CCOc1ccc(NC(=O)c2cc(S(=O)(=O)N3CCCCC3)c[nH]2)cc1 | -2.9
Cc1cccc(NC(=O)c2cc(Cl)sc2Cl)c1C | -1.4
Cc1nn(-c2ccc(F)cc2)c2sc(C(=O)OCC(=O)N3CCC(C)CC3)cc12 | -0.8
CCN(CC)C(=O)[C@H]1CC(CC(=O)NCC23CC4CC(CC(C4)C2)C3)C(=O)N2CCc3c([nH]c4ccccc34)[C@]12C (stereo not given in full) | 2.3
NNC(=O)c1cc(-c2ccco2)[nH]n1 | -0.3
CC(=O)N1c2ccccc2NC2=C(C(=O)CCC2)C1c1cccnc1 (stereo not given) | -0.7
Cc1ccc(N(CC(=O)NCCc2ccc(Cl)cc2)S(=O)(=O)c2c(C)noc2C)cc1 | 0.1
CC(C)CC(NC(=O)C(NC(=O)OC(C)(C)C)C(C)C)C(=O)NC(CCC(=O)OCc1ccccc1)C(N)=O (stereo not given) | 0.6
CC(C)c1ccc(NC(=O)c2ccc(Br)o2)cc1 | -5.8
Cc1ccc(C2=CSC3=NS(=O)(=O)CCN23)cc1 | -1.0
COc1cc(C(=O)/C=C/c2cccnc2)c([N+](=O)[O-])cc1OC | -9.9
Cc1cc(C)cc(C(=O)Nn2cnnc2)c1 | 0.7
c1ccc(N2CCN(Cc3cn4ccccc4n3)CC2)cc1 | -2.0
CCn1c(=O)n(CC)c2cc(N3CCCC3)c(NC(=O)c3c(F)cccc3F)cc21 | -1.9
NNC(=O)C1CCCn2c1nc1sc3c(c1c2=O)CCCC3 (stereo not given) | 0.2
COc1ccc(NC(=O)c2cc(-c3ccc(F)cc3OC(C)C)n[nH]2)cn1 | -3.3
CC(c1ccco1)N(C(=O)c1ccccc1F)c1ccccn1 (stereo not given) | 0.0
O=C(NCCCn1ccnc1)c1sc2cccc(F)c2c1Cl | 0.5
CN(Cc1ccc(OC(F)F)cc1)C(=O)c1ccc(S(=O)(=O)N(C)c2ccccc2)cc1 | -1.1
CC(=O)NC(N(C#N)c1nc(Cl)nc(N(C)C)n1)C(Cl)(Cl)Cl (stereo not given) | -0.7
Cc1ccc(S(=O)(=O)N(C)C)cc1NC(=O)CCNC(=O)c1ccco1 | 3.0
COc1ccc(Cl)cc1NC(=O)COC(=O)C1=NNC(=O)CC1 | 0.0
CCOP(=O)(OCC)C(NC(=O)Nc1ccc(C)cc1)C(N)=O (stereo not given) | 1.0
CCOC(=O)c1c(NC(=O)CSc2nnc3c(Cl)cc(Cl)cn23)sc2c1CCC2 | -0.7
CC(=O)Nc1cccc(-c2ccnc3c2CC(C)(C(=O)Nc2cccc(OC(F)(F)F)c2)O3)c1 (stereo not given) | -0.9

Going on with the list:
molecule | TTR transcr act
O=c1c2nccnc2[nH]c(=S)n1Cc1ccccc1Cl | -0.2
Cc1c(Cl)cccc1S(=O)(=O)Nc1ccnn1C | -0.5
O=C(N/N=C/c1cc(Cl)cc([N+](=O)[O-])c1O)c1ccccc1NS(=O)(=O)c1cccs1 | -1.9
Cc1nc2c(sc(=S)n2Cc2ccco2)c(=O)n1CC(=O)Nc1ccc(F)cc1 | 1.2
CN(C)c1ccc(C=C2C=CC=C2)cc1 | -0.6
O=C(c1cc(Cl)ccc1Cl)N1CCOCC1 | 1.7
CC(=O)CCn1cnc([N+](=O)[O-])n1 | 0.4
Cc1ccccc1CN1CCN(C(=O)[C@H]2O[C@@H](n3ccc(=O)[nH]c3=O)[C@H](O)[C@@H]2O)CC1 | -1.1
CCC(C)C(=O)Nc1cc([N+](=O)[O-])ccc1Cl (stereo not given) | 0.4
COc1ccc(/C=N/OCC(=O)N2CCCC2)c(OC)c1 | -1.6
Cc1n[nH]c(=S)n1-c1ccc(Cl)cc1 | -0.5
CC(C)(C)OC(=O)[C@H](Cc1ccccc1)NC(=O)c1nc[nH]c1C(=O)N1CCN(C(=O)OC(C)(C)C)CC1 | 0.7
COc1ccc(NC(=O)COC(=O)C2CCCCC2)c([N+](=O)[O-])c1 | -1.6
Cc1ccc2nsnc2c1S(=O)(=O)Nc1cccc2nsnc12 | -3.0
CC(C)(C)C(=O)NC1CCCCN(Cc2ccc(Cl)cc2)C1=O (stereo not given) | -1.4
CC(C)(C)C1CCC(=NNC(=O)C(=O)NC2CCCCC2)CC1 (stereo not given) | 5.3
Cc1ccc(-n2nc(C)c3c(C)c(CCC(=O)NCc4ccccc4)c(C)nc32)cc1 | -0.8
CC1CCN(C(=O)Cn2c(=O)c3cccn3c3ccccc32)CC1 | 1.2
CCC[C@H]1[C@@H](OC(=O)NCc2cccc(C(F)(F)F)c2)CC[C@@]23CCCN2C(=O)CCC[C@@H]13 | 1.0
O=c1c2ccccc2nnn1CSc1nc2cc(Cl)ccc2c(=O)n1Cc1ccco1 | 1.0
O=C(CSc1nnc(-c2ccco2)n1Cc1ccccc1)NCc1ccccc1 | -1.1
CCCCCCNC(=O)Nc1ccccc1 | -0.3
O=C(CCS(=O)(=O)c1ccccc1)Nc1ccc(Cl)cn1 | -0.1
CCN(C[C@H]1N[C@@](C)(C(=O)OC)[C@H]2C(=O)N(Cc3ccccc3)C(=O)[C@@H]12)C(=O)COC | -1.4
O=C(N/N=C/c1c(O)ccc2ccccc12)c1ccc[n+](CCO)c1 | 7.1
COc1ccc(/C=C(\C#N)C(=O)NCc2cccnc2)cc1OC | -1.5
CCOc1ccccc1C1CC(=O)Nc2cc(OC)c(OC)cc21 (stereo not given) | 0.7
COC(=O)[C@@]12C[C@@H](CC(=O)NCCCN3CCCC3=O)C(=O)N(Cc3ccccc3)C1=CCC(C)(C)C2 | -0.5
COc1ccc(CN2C(=O)c3cccnc3C2O)cc1 (stereo not given) | -0.1
O=C(COc1ccc(S(=O)(=O)N2CCCC2)cc1)N1CCN(c2ccccc2F)CC1 | 2.1
Cc1ccc(C)c(CSc2nnc(C)c(=O)[nH]2)c1 | 0.2
CSc1nc2ccccc2n1Cc1c(Cl)cccc1Cl | -1.1
COc1cccc(-c2nc(N)nc(SC)c2C#N)c1 | -1.7
O=C(NNC(=O)c1ccccc1Br)c1ccncc1 | 1.3
CC1(c2nnnn2Cc2ccccc2)CCC(=O)N1Cc1ccc(F)cc1 (stereo not given) | 1.9
CCOc1ccc(C(CC(=O)O)NS(=O)(=O)c2ccc(C)cc2)cc1OC (stereo not given) | 3.8
Cc1nnc(NC(=O)c2ccc(S(=O)(=O)N3CC(C)CC(C)C3)cc2)o1 (stereo not given) | 5.0
Cc1cc(C)n2nc(C(=O)OCC(=O)NNC(=O)c3ccc(Cl)cc3)nc2n1 | -0.9
Cc1ccc(-c2cnn(-c3cccc(C(F)(F)F)c3)c2N)cc1 | -1.4
O=C(NCCN1CCN(c2ccccc2)CC1)c1cccn2c(=O)c3ccccc3nc12 | 3.3
CC1(C)Cc2c(c(N3CCOCC3)nc3sc4c(NCC5CCCO5)nnnc4c23)CS1 (stereo not given) | -0.6
CC1CCc2sc(C(=O)NC3CCCCC3)cc2C1 (stereo not given) | -2.5
Cc1nnc(-c2ccco2)c2cn(-c3cccc(Br)c3)nc12 | -0.6
CCO[C@H]1OC(C(=O)O)=C[C@@H](c2ccc3c(c2)OCO3)[C@@H]1CCCO | 3.4
CCOC(=O)c1ccc(-n2cc(C(=O)c3cccnc3)nn2)cc1 | 2.4
COc1cccc(NC(=S)N2CCCC2c2ccc(OC)c(OC)c2)c1 (stereo not given) | -0.5
Clc1ccc(-c2cn(-c3ccc(Cl)cc3)c3[n+]2CCCCC3)cc1 | -2.1
O=C(COc1ccc(-c2ccccc2)cc1)NNC(=O)Nc1ccc(F)cc1F | -1.7
Nc1c(Cl)c(Cl)nc(C(=O)N/N=C/c2ccco2)c1Cl | 0.5
CCOc1ccc(N2C(=O)CC(N3CCN(c4ccc([N+](=O)[O-])cc4)CC3)C2=O)cc1 (stereo not given) | -0.2

Other entries.
molecule | TTR transcr act
Cc1ccc(C)c(-n2ccnc2SCC(N)=O)c1 | -0.5
Cc1ccc(S(=O)(=O)/C(C#N)=C/c2c(N3CCN(C)CC3)nc3ccccn3c2=O)cc1 | -3.7
CC[C@@]1(C(=O)OC)N[C@H](CN(C)C(=O)c2ccc(F)cc2)[C@@H]2C(=O)N(Cc3ccccc3)C(=O)[C@@H]21 | 0.3
CCC(C)NS(=O)(=O)c1ccc(NC(=O)CNCc2cccs2)cc1 (stereo not given) | 0.0
CCOC(=O)c1sc(NC(=O)CN(CC)CC)c(C(=O)OCC)c1C | 2.7
O=C(CCl)N(c1ccc(Cl)cc1)c1c[nH]c2ccccc12 | -6.9
COc1cc(OC)cc(C(=O)NCC(=O)OCC(=O)c2ccc3c(c2)-c2ccccc2C3)c1 | -0.2
FC(F)(F)c1cnc(Sc2nnc(-c3cccs3)n2CC2CCCO2)c(Cl)c1 (stereo not given) | -0.6
Cn1cc(Cl)c(-c2n[nH]c(=S)n2-c2ccc(F)cc2)n1 | 1.5
C/C(=N\NC(=O)c1ccc(O)cc1)c1cccc(NC(=O)c2ccc(Cl)cc2)c1 | -0.2
COc1ccc2cc(C(=O)N3CCN(C)CC3)[nH]c2c1 | 2.2
CCOC(=O)C1=NN(C(C)=O)C2C(=O)N(CC)C(=O)C12 (stereo not given) | 1.6
Cc1ccc(S(=O)(=O)N2C3CCCCC3O[C@H]2CC(=O)Oc2ccccc2)cc1 (stereo not given in full) | 1.3
CCN1CCN(CC(=O)Nc2ccc(Cl)c(Cl)c2)C(=O)C1=O | -0.9
CC(=O)c1cccc(NC(=O)CSC(=O)c2ccccc2)c1 | -0.6
CNS(=O)(=O)c1cc(-c2nnc(N3CCOCC3)c3ccccc23)ccc1C | 2.5
COc1ccc(S(=O)(=O)N2CCN(C(=O)CC3CC4CCC3C4)CC2)cc1 (stereo not given) | -0.4
NC(=O)NC1CCCc2c1[nH]c1ccc(Cl)cc21 (stereo not given) | 1.6
C=CCNC(=S)N/N=C/c1ccc(-c2ccc(Cl)cc2Cl)o1 | -1.5
CCCCCCCCN1C(=O)[C@H](CC(=O)NCCCC)C[C@@]2(C(=O)OC)CC(C)(C)CC=C12 | -0.2

Another view of two compounds above.
> CC(C)(C)C(=O)NC1CCCCN(Cc2ccc(Cl)cc2)C1=O (stereo not given)
  TTR transcr act: -1.4
> CC(C)(C)C1CCC(=NNC(=O)C(=O)NC2CCCCC2)CC1 (stereo not given)
  TTR transcr act: 5.3

Next part:
molecule | TTR transcr act
Cc1ccc[n+](CC(=O)c2ccc(-c3ccccc3)cc2)c1 | 0.6
Cc1ccccc1C(=O)Nc1ccnc(-c2ccncc2)n1 | 1.0
Cc1cc(C)cc(C(=O)N2CCCCC2)c1 | -1.6
CSc1nnc(COc2ccc(C)cc2)n1N | -2.1

Compound activity (PubChem)

These rows are one share of the data (hit frequency here may not be typical).
